# Lipid storage S3: qHTS Assay for Lipid Storage Modulators in Drosophila S3 Cells | AID 2685, 2010 | Drosophila S3 cells, BODIPY lipid droplet fluorescence, 18-24 h; cells fed with added oleic acid | Potency in µM for hits, for the others lipid storage change, negative = inhibition, % at the top dose, mostly 46.1 µM | 320,000 tested, 0.64% active; active means well fitted inhibition curve with a large enough effect in the signal ratio, with a control signal flat, not every such curve was filed as active; inconclusive means small, poorly fitted or top-dose-only effect, or effect the other way, or a change in a side signal; the % refers to the signal ratio
#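 Drosophila S3 cells got compounds at several concentrations plus oleic acid (400 uM solution). Laser-scanning cytometry with 488 nm excitation read lipid droplets at 500-530 nm and cells at 575-640 nm. Percent activity was relative to 20 uM Triacsin C.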
# Lipid storage S3 cell count max: recorded beside Lipid storage S3, whose call it bears; cell number change, %; measured here: cell count max response;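 cells counted by Cell Tracker Red CMTPX staining in the red channel; peak over a dose series mostly up to 46.1 µM; percent activity relative to internal control wells on each plate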
# * hit, by the source's call; i = inactive; ? = inconclusive; / = no result given; [ ] = another dose, or the depositor's remark. On the % scale 0 is the no-effect control and ±100 the full control effect; potency means the concentration at half of the fitted maximal effect. The list is partial; count on the stated rates, not on these rows.
Structure | Lipid storage S3 | Lipid storage S3 cell count max
O=c1[nH]cc(COCC(F)CCl)c(=O)[nH]1 (configuration not stated) | ? | /
Cc1ccc(S(=O)(=O)Nc2cc(C)c(O)c(S(=O)(=O)c3ccc(C)cc3)c2)cc1 | 3% | 2
O=C(CSc1ccccn1)Nc1ccc2[nH]c(=O)[nH]c2c1 | ? | /
Cc1ccc(N=C2C(=O)Nc3c(C)cccc32)cc1 | i | -11
Cc1ccc(S(=O)(=O)NC(C)C(=O)Nc2ccc3c(c2)OCO3)cc1 (configuration not stated) | i | 5
Cc1ccc(CNc2nc3c([nH]2)c(=O)n(C)c(=O)n3C)cc1 | 13% | -1
CCC(C)CCN1C(N(C)C)=NC[C@@H]1Cc1ccccc1 (some centres not stated) | ? | /
O=C(CSc1nc(-c2ccccc2)nc2c1CCCC2)N1CCOCC1 | i | /
O=C(Nc1ccc(S(=O)(=O)N2CCOCC2)cc1)C1CC(=O)N(c2ccc(F)cc2)C1 (configuration not stated) | ? | /
Cc1ccc(C(=O)N/N=C\c2cccs2)cn1 | -2% | -1
CC(=O)c1ccc(OCCCC(=O)Nc2ccc(C)c(S(=O)(=O)N3CCOCC3)c2)cc1 | ? | /
CCOCCCNC(=O)CN1C(=O)COc2ccc(S(=O)(=O)N3CCOCC3)cc21 | -2% | 10
O=C(Nc1ccc2nc3n(c(=O)c2c1)CCCCC3)c1ccccc1Cl | ? | /
O=C(N/N=C/c1coc2ccc(Cl)cc2c1=O)c1cc(O)cc(O)c1 | ? | /
CCC(=O)Nc1c(-c2ccc(C)cc2)c(=O)c2ccccc2n1C | ? | /
COc1ccc(N2CCN(C(=O)CCN3C(=O)C4C5C=CC(C5)C4C3=O)CC2)cc1 (configuration not stated) | ? | /
CCCCN(C(=O)c1ccc(COc2ccccc2)o1)c1c(N)n(CC(C)C)c(=O)[nH]c1=O | ? | /
CCCOP(=O)(OCCC)C(NC(=O)C(C)(C)C)c1ccccc1 (configuration not stated) | 2% | 3
COc1ccc(C)cc1-n1nnnc1SCC(=O)NC(=O)NCc1ccco1 | ? | /
COc1ccc(CNC2CCCc3ccccc32)cc1OC (configuration not stated) | ? | /
O=C(NCc1ccc2c(c1)OCO2)C1CCN(S(=O)(=O)c2ccc(F)cc2)CC1 | i | -8
COc1ccc(N2CCN(CC(=O)Nc3nc(C)cs3)CC2)cc1 | -3% | -1
COc1ccc(OCCNC(=O)C(c2ccccc2)c2ccccc2)cc1 | -15% | /
CCN1CCc2c(OCc3ccc(C)cc3)cccc2C1=O | -10% | -12
COc1ccc(N2C(=O)C3[C@@H](C2=O)C2(Cl)C(Cl)=C(Cl)C3(Cl)C2(OC)OC)cc1 (some centres not stated) | 0% | 6
Cc1ccc(Cc2cnc(NC(=O)/C(C#N)=C/c3ccc(-c4ccccc4[N+](=O)[O-])o3)s2)cc1 | 12% | -16
Cc1ccc(NC(=O)COC(=O)C2CC2)cc1Cl | ? | /
Cc1ccc(S(=O)(=O)N2CCN(c3ncnc4sccc34)CC2)cc1 | ? | /
Cc1ccc(C)c(NC(=O)C2CC(O)CN2C(=O)OCc2ccccc2)c1 (configuration not stated) | 17% | -1
COc1cccc(OC)c1OCCNCCO | 18% | -21

# Reprinted at random: 2 compounds from above, in no set order.
Structure | Lipid storage S3 | Lipid storage S3 cell count max
Cc1ccc(S(=O)(=O)N2CCN(c3ncnc4sccc34)CC2)cc1 | ? | /
CCN1CCc2c(OCc3ccc(C)cc3)cccc2C1=O | -10% | -12

# Additional entries follow.
Structure | Lipid storage S3 | Lipid storage S3 cell count max
CCCN1CCC(NC(=S)Nc2ccc(S(N)(=O)=O)cc2)CC1 | -3% | -3
CCCC(=O)N(CCN1CCOCC1)c1nc2c(C)ccc(C)c2s1 | ? | /
O=C(CCCCCNc1nc(=S)[nH]c2ccccc12)N1CCN(c2ccccn2)CC1 | -9% | 4
Cc1nc(COc2ccccc2Cl)sc1-c1ccnc(N)n1 | 7% | 1
COc1cccc(C(=O)OCCN2CCOCC2)c1 | ? | /
CCCc1ccc2oc(C(=O)N3CCC(O)CC3)c(C)c2c1 | -14% | 5
CC(O)[C@H]1CNC(=O)C(=O)N1CCc1cc(C(F)(F)F)cc(C(F)(F)F)c1 (some centres not stated) | -10% | -17
Cc1ccc(C)c(-c2cc(C(=O)NN3CCOCC3)c3ccccc3n2)c1 | -16% | -6
COc1cc(OC)nc(Oc2ccccc2C(=O)Oc2cccc(C)c2)n1 | -3% | 10
COc1ccc(/C=N\NC(=O)CNC(=O)C2COc3ccccc3O2)cc1[N+](=O)[O-] (configuration not stated) | ? | /
CC1(c2ccc3noc(-c4cccc(F)c4)c3c2)OCCO1 | ? | /
COc1ccc(S(=O)(=O)N2CCOC2CNC(=O)C(=O)NCCc2ccc(S(N)(=O)=O)cc2)cc1 (configuration not stated) | -9% | -3
CC1CCCCC1NC(=O)CN1C(=O)c2cccc(N)c2C1=O (configuration not stated) | ? | /
CCN(CC)CCOC(=O)c1ccc(Cl)cc1Cl | 1% | 1
Cc1ccc(-c2csc(NC(=O)CSc3nc4ccccc4[nH]3)n2)cc1 | ? | /
Cc1ccc(-c2cc(=O)c3cc(F)ccc3[nH]2)cc1 | ? | /
COc1cccc(C(CC(=O)NCC2CCCO2)NS(=O)(=O)c2ccc(C)cc2)c1OC (configuration not stated) | ? | /
CC1CCCC(C)N1CCNC(=O)Cn1nc(-c2ccccc2)ccc1=O (configuration not stated) | ? | /
COc1ccc(C(=O)/C=C/c2ccc(OC)c(Cn3nnc4ccccc43)c2)cc1 | ? | /
COc1ccc(CCNS(=O)(=O)c2ccc(Br)s2)cc1 | -7% | 8
O=C(NNC(=O)C1CCN(S(=O)(=O)c2cccc(C(F)(F)F)c2)CC1)C1CC1 | -9% | 7
Cn1c(=O)c2c(nc(Sc3ncccn3)n2Cc2ccccc2Cl)n(C)c1=O | ? | /
O=C(Cc1cccs1)Nc1ccc2c(c1)C(=O)OC2 | 0% | 1
COc1ccc(CCNC(=O)CO/N=C/c2cc3c(cc2Br)OCO3)cc1OC | ? | /
C=CCN1C(=O)C(C(C)CC)NC1=S (configuration not stated) | 7.3µM* | -18*
CCc1ccc(OCC(=O)N(C)C2CCS(=O)(=O)C2)cc1 (configuration not stated) | ? | /
CCN(CCn1cccn1)C(=O)CCc1nnc(C2(c3ccc(Cl)cc3)CCC2)o1 | ? | /
Cc1c(C(=O)NCc2ccco2)sc2nc(-c3ccccc3)cn12 | ? | /
COc1ccc(NS(=O)(=O)c2ccc3c(c2)oc(=O)n3C)c(OC)c1 | ? | /
O=C(CSCc1cc(=O)n2ccsc2n1)Nc1ccc(F)cc1 | ? | /

# Ordered by the number under Lipid storage S3 (lowest first): 5 from the list above.
Structure | Lipid storage S3 | Lipid storage S3 cell count max
CCN1CCc2c(OCc3ccc(C)cc3)cccc2C1=O | -10% | -12
Cc1ccc(C(=O)N/N=C\c2cccs2)cn1 | -2% | -1
CCN(CC)CCOC(=O)c1ccc(Cl)cc1Cl | 1% | 1
Cc1ccc(CNc2nc3c([nH]2)c(=O)n(C)c(=O)n3C)cc1 | 13% | -1
COc1cccc(OC)c1OCCNCCO | 18% | -21

# Next part
Structure | Lipid storage S3 | Lipid storage S3 cell count max
COc1ccc(N/C=C/C(=O)c2ccc(OC)c(OC)c2)cc1 | -5% | -2
CN(CC(=O)Nc1ccccc1C(F)(F)F)C(=O)CCc1nc2ccccc2c(=O)[nH]1 | ? | /
CCOc1ccc2nc(/N=C/c3c(C)[nH]n(-c4ccc(C)cc4)c3=O)sc2c1 | ? | /
COC(=O)C1=C(C)NC2=C(C(=O)CCC2)C1c1coc2ccccc2c1=O (configuration not stated) | i | 0
COCCNC(=O)/C(C#N)=C/c1ccc(O)c([N+](=O)[O-])c1 | 9%[9.22 µM] | 11
O=C(CN1CCN(CC(=O)Nc2ccccc2Cl)CC1)Nc1ccc(F)c(F)c1 | ? | /
CN1CCN(C(=O)/C=C/c2cn(-c3ccccc3)nc2-c2ccc3c(c2)OCCO3)CC1 | ? | /
COc1ccc(C)cc1S(=O)(=O)n1c([N+](=O)[O-])cnc1C | ? | /
O=C(CN1CCOCC1)N/N=C/c1ccco1 | 18% | 6
COc1ccc2c(c1)C(C)=CC(C)(C)N2S(=O)(=O)c1ccc(Br)cc1 | -3% | -1
COc1ccccc1C(=O)NCCc1c(C)[nH]c2c(C)ccc(F)c12 | ? | /
CN(C)c1ccc(S(=O)(=O)NCC(=O)OCC(=O)Nc2cc(Cl)cc(Cl)c2)cc1[N+](=O)[O-] | 1% | -10
O=C(CNC1CCCCC1)N1CCc2ccccc2C1 | i | -4
CC1=C(C(=O)NC2CC(C)(C)Cc3c2cnn3-c2ccc(C)cc2)OCCO1 (configuration not stated) | ? | /
CCCOc1ccc(N2CC(C(=O)Nc3ccccc3C(=O)NCc3ccco3)CC2=O)cc1 (configuration not stated) | ? | /
Cn1c(=O)n(C)c2cc([N+](=O)[O-])c(N3CCN(CCO)CC3)cc21 | ? | /
Nc1nc2nc[nH]c2c(=O)[nH]1 | 6% | 25
COc1ccc(OCC(=O)N/N=C/c2ccncc2)cc1 | ? | /
O=C(O)C1SCCN1S(=O)(=O)c1ccc2ccccc2c1 (configuration not stated) | 6% | 6
CC1CN(C(=O)c2cc(S(=O)(=O)N3CCN(c4ccccc4)CC3)ccc2Cl)CC(C)O1 (configuration not stated) | ? | /
Cc1noc(C)c1COc1ccccc1C(=O)N(C)Cc1ccc(C(C)(C)C)cc1 | ? | /
COc1cc(/C(C)=N/NC(=O)C(O)(c2ccccc2)c2ccccc2)ccc1O | ? | /
CNC(=O)c1sc(=S)n(-c2ccc(OC)cc2)c1N | -16% | 5
N#Cc1ccc(NC(=O)c2cccs2)nc1 | -11% | -7
CN(C)c1ccc(C2CNC(c3ccc(Cl)c([N+](=O)[O-])c3)c3[nH]c4ccccc4c32)cc1 (configuration not stated) | -12% | -7
Cc1ccc(OCC(=O)NNC(=O)CCC(=O)NCc2ccccc2)cc1 | ? | /
COc1ccc(Cn2nnnc2C(c2ccccc2Cl)N2CCN(C)CC2)cc1 (configuration not stated) | ? | /
COc1cc(C(O)c2nc3ccccc3s2)cc(OC)c1OC (configuration not stated) | ? | /
O=C(O)C1=C[C@@H](C2CCCCC2)C[C@@H](OCc2ccc(CO)cc2)O1 | 9% | 8
O=C(COC(=O)C1=COCCO1)Nc1ccccc1 | 10% | 1
Cc1ccc(CS(=O)(=O)Cc2ccc(C(=O)NC3CCCC3)o2)cc1 | i | -13
Cc1ccc(C(C)C)c(OCCCN2CCc3ccccc3C2)c1 | 15µM* | -27*
CS(=O)(=O)NCCCc1ccccc1 | -1% | 0
CCOCCCn1c(C)nc2c(c1=O)c1nc3ccccc3nc1n2-c1ccc2c(c1)OCCO2 | 9% | -1
COc1ccc(NC(=O)CSc2nc(C3CC3)nc3ccccc23)cc1 | i | -9
CCCCCCNC1=NCCS1 | 5% | 14
CCN(Cc1cc2ccc(C)cc2[nH]c1=O)C(=O)c1ccncc1 | 14% | /
CC(C)(C)[C@H]1C=C(C(=O)N2CCOCC2)O[C@@H](OCc2ccc(CO)cc2)C1 | 1% | 1
CCOC(=O)N1CCN(C(=O)COC(=O)c2ccccc2NCCO)CC1 | ? | /
O=C(/C(=C/O)N=Nc1ccccc1)c1ccc(Cl)cc1 | ? | /
CCOC(=O)c1ccc(NC(=O)c2sc3nc(N4CCOCC4)c4c(c3c2N)CCCC4)cc1 | i | -5
CN(C)c1nc(NS(=O)(=O)c2ccc(Cl)cc2)nc(N(C)C)n1 | 9% | -10
O=C(Cn1c(=O)n(CC2CCCO2)c(=O)c2ccccc21)c1ccc(Cl)c(Cl)c1 (configuration not stated) | i | /
Cc1ccc(NC(=O)N2CCN(c3ncccc3C(F)(F)F)CC2)cc1 | ? | /
CCC(NC(=S)NC1CCCCC1)c1ccc(C(C)C)cc1 (configuration not stated) | -24% | 0
CN(Cc1cccc2cnccc12)C(=O)c1cc(COc2ccc(F)cc2F)on1 | ? | /
CC(=O)N(Cc1cccnc1)Cc1cc2ccc(C)cc2[nH]c1=O | 16% | -7
Cc1cc(Br)ccc1NC(=O)CN(C)C(=O)CSCc1ccccc1 | ? | /
COc1cccc(NC(=S)NC2CC3CCCC(C2)N3CC(C)C)c1 (configuration not stated) | 6% | -10
COc1ccc(C(C(=O)NC2CCCC2)N(Cc2cccnc2)C(=O)Cc2cccs2)c(OC)c1 (configuration not stated) | 7.3µM* | -11*
N=C1/C(=C\c2ccc(OC(=O)c3ccccc3Cl)cc2)C(=O)N=C2SC(N3CCOCC3)=NN12 | i | -23
COc1ccc(Oc2ccc(N/C=C3/CCCC3=O)cc2)cc1 | ? | /
O=S(=O)(NN1CCOCC1)c1ccc(Br)s1 | ? | /
COc1ccc(-n2c(SCC(=O)Nc3cc(C)on3)nc3ccccc3c2=O)cc1Cl | ? | /
Fc1ccccc1NC(=S)NNc1ncc(C(F)(F)F)cc1Cl | i | /
O=S(=O)(c1cccs1)N1CN(Cc2ccco2)c2nc3ccccc3nc21 | -3% | -4
COc1cccc(N2CCN(C(=O)c3cc4c(s3)CCCCC4)CC2)c1 | ? | /

# Among those listed so far, two contain a COOH group:
Structure | Lipid storage S3 | Lipid storage S3 cell count max
O=C(O)C1SCCN1S(=O)(=O)c1ccc2ccccc2c1 (configuration not stated) | 6% | 6
O=C(O)C1=C[C@@H](C2CCCCC2)C[C@@H](OCc2ccc(CO)cc2)O1 | 9% | 8

# Assay outcomes (PubChem)
